Source: PubChem (several laboratories)
Pemphigus Ab inh – human desmoglein-3 autoantibody binding inhibition; DSG3-coupled beads, scFv-anti-DSG3-GFP binding, flow cytometry; hits give low values; 0.48% of 310,000 active; binding (percent of control), % at 10 µM; P32926;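 active = binding more than 3 SD below its plate's average and above zero; inconclusive = below that plate limit but binding exactly zero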;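 also: hits lower antibody fragment binding to DSG3; some compounds called inactive have numbers as strong as hits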
MITF TRPM1 HTS – increases MITF-driven TRPM1 promoter luciferase signal; AID 588334; activation, % at 12.5 µM; 0.75% of 300,000 active; SK-MEL-5 TRPM1-promoter luciferase, 24 h; % of positive control, neutral wells = 0;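 active = mean activation of at least 80% with every replicate also reaching 80%; inconclusive = mean reaches 80% but some replicate falls short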;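 also: 0% = neutral control wells and 100% = parthenolide positive control wells; values of inactives mirror those of a sister screen read the other way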
dFosB activator – activators of mouse delta FosB homodimer. P13346. purified delta FosB, TAMRA-CDK5 oligo fluorescence polarization; percent of positive-control signal above neutral wells. AID 493131. 0.99% of 340,000 active. activation, % at 25 µM;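 active = mean activation above about 17%, with every replicate also reaching it, limit read from the data, passing the limit was not always enough; inconclusive = only one of the two conditions met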;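 also: fluorescence polarization rise as delta FosB binds a TAMRA Cdk5 AP-1 oligo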
PKA-R1A act – PKA-R1A complex activation. activation, % at 11.4 µM. 0.083% of 340,000 active. PKA-R1A dissociation, Cy5-IP20 fluorescence polarization; scaled: DMSO 0%, 113 µM cGMP 100%. P00514+P68181;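 active = percent activation above the mean of all tested compounds plus 3 SD, cut at about 19% in these data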;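 also: higher means more PKAc released from R1A so a rise in polarization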
NSD2 inh – inhibitors of human histone methyltransferase NSD2; NSD2 peptide methylation, AlphaScreen, 120 min; inhibition, % at 12.5 µM; 0.54% of 310,000 active; AID 743445; in the data active = inhibition above about 50%
Target sequence (O96028 whole entry, looked up): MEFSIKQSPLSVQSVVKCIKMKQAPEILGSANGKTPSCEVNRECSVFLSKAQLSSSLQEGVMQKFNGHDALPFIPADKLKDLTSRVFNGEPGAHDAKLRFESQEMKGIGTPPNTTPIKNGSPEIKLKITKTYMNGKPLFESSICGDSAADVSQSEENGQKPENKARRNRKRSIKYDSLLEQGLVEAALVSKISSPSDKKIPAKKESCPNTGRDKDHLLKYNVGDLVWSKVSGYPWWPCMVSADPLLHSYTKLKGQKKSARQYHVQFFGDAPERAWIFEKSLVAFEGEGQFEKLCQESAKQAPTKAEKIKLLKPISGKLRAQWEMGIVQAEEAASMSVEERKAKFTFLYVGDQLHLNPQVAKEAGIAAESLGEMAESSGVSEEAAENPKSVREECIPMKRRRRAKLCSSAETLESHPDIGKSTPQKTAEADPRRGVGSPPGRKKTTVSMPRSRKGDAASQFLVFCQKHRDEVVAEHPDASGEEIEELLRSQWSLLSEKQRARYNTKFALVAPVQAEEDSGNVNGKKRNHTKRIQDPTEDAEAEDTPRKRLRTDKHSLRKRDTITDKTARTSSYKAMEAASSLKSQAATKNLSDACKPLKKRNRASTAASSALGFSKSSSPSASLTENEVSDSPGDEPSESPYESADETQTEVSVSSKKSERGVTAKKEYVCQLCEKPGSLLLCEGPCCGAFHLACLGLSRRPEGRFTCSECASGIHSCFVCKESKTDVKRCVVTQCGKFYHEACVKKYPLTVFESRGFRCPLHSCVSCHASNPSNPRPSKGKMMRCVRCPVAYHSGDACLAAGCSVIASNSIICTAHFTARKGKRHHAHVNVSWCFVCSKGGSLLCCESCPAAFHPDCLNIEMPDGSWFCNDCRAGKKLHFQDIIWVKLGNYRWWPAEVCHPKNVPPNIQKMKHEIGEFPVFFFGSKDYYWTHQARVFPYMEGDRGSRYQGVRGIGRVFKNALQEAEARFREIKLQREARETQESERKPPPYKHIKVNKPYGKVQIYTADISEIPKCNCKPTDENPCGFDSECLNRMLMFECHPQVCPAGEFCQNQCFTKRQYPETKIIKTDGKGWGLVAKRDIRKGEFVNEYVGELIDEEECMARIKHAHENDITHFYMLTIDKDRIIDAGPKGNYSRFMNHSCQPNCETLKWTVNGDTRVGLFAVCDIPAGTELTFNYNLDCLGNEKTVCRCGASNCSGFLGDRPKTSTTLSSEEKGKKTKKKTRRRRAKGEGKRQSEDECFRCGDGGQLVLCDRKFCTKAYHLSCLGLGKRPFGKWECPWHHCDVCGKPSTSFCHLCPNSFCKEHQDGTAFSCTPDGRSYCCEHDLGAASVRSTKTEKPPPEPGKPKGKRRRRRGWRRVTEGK
SR-BI uptake up – activators of SR-BI mediated HDL lipid uptake; CHO ldlA[mSR-BI] cells, DiI-HDL uptake fluorescence, 3 h; 100 = double the neutral-control signal; activation, % at 12.5 µM; 0.096% of 320,000 active;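 active = mean replicate activation of at least 60% and every replicate at or above 60%; inconclusive = mean or all-replicate condition met, but not both; inactive = mean below 60% and not all replicates reaching 60%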;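 also: 0% = median plate neutral-control signal and 100% = twice that signal; values of inactives mirror those of a sister screen read the other way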
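Test system: SR-BI-overexpressing, LDLR-lacking CHO cells. Measured by: DiI fluorescence, bottom read. Medium: Ham's F12 with 0.5% BSA, HEPES 25 mM, pH 7.4. Timing: 3 h uptake period with compound, 37 °C.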
PKA-R2B activ – PKA-R2B complex activation; PKA-R2B holoenzyme dissociation, Cy5-IP20 fluorescence polarization; R2B truncated from residue 108, S112A mutant; 0% DMSO only, 100% 113 µM cGMP; activation, % at 11.4 µM; 0.079% of 340,000 active;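 active = activation above a cutoff set at the mean over all compounds plus 3 SD, cut at about 18% in these data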;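 also: higher means more holoenzyme dissociation and a rise in polarization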
Arrestin-AP2 inh – blocks beta-arrestin peptide binding to AP2 adaptin. FITC-arrestin peptide / GST-AP2 beads, flow cytometry; AP2 beta2 appendage carries R879A mutation. 0.31% of 340,000 active. inhibition, % at 10 µM;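 active = inhibition above a set limit, near 3 SD of compounds lacking own fluorescence, cut at about 54% in these data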;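 also: plate controls were DMSO wells for no effect and 5 µM unlabelled arrestin peptide for full effect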
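Assay system: GST-AP2 R879A bound to glutathione beads, E. coli-expressed; Medium: PBS with 0.05% Tween 20 and 0.1% BSA; Also added: fluorescein-tagged arrestin peptide at 50 nM final; Timing: 12 min plus 1 h, RT; Measured by: flow cytometry, FL1 (488/535 nm); Evaluation: percent drop in bead-associated FITC signal.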
SUMO Mot1 rescue – SUMOylation pathway inhibition by Mot1-301 growth rescue. AID 2716. 1% of 320,000 active. S. cerevisiae Mot1-301 growth rescue, ATP luminescence, 38.5C; percent above DMSO median, 100 means doubled. growth rescue, % at 18.8 µM;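 active = every valid replicate shows activation above 250% relative to neutral control wells; inactive = the rest, any valid replicate at or below 250%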;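 also: OY570 slx delta 5 strain wells were the positive control but not used for scaling; some compounds called inactive have numbers as strong as hits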
CDK5 p35 inh – blocks human CDK5/p35 kinase activity; Recombinant CDK5/p35, ADP-Glo luminescence, 60 min; inhibition, % at 10 µM; 0.01% of 330,000 active;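 active = highest replicate inhibition of at least 50% and at least 75% of replicates reaching 50%; inconclusive = only one of the two criteria met; inactive = both criteria failed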;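 also: plate controls were DMSO neutral control for no effect and GW8510 at 10 µM for full effect; many of its hits are not listed in these tables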
SR-BI HDL uptake – blocks mouse SR-BI lipid uptake from DiI-HDL | 0.96% of 320,000 active | ldlA[mSR-BI] CHO cells, DiI-HDL uptake fluorescence, 3 h | inhibition, % at 12.5 µM;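 active = mean replicate inhibition of at least 70% and a set share of replicates each scoring 70 or more; inconclusive = meets just one of the two criteria; inactive = fails both criteria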;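 also: 0% = median of neutral control wells and 100% = median of positive control wells; values of inactives mirror those of a sister screen read the other way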
Numbers without * were called inactive; ? = inconclusive; · = not tested or not shown.

Pemphigus Ab inh,MITF TRPM1 HTS,dFosB activator,PKA-R1A act,NSD2 inh,SR-BI uptake up,PKA-R2B activ,Arrestin-AP2 inh,SUMO Mot1 rescue,CDK5 p35 inh,SR-BI HDL uptake,structure
105.5,53.6,4.9,4.4,-1.0,-8.0,-12.5,-3.8,-9.7,-1.2,8.0,CC(C)(C)c1ccc(/C=C/C(=O)N2CCOCC2)cc1
96.8,-1.4,-6.8,-13.4,2.5,-6.0,-9.3,8.3,3.2,0.1,6.0,Cc1ccc(-n2nc3c([n+]2[O-])CCc2nonc2-3)cc1
115.4,47.3,2.3,-9.3,-1.7,-5.8,0.0,9.2,24.0,-0.6,5.8,COc1ccc(N2C(=O)c3ccccc3NC2(C)C)cc1
95.9,2.9,?,1.3,·,-40.5,4.1,14.5,-11.3,-5.9,40.5,O=C(C[C@H]1C/C=C\C[C@H](NC(=O)OCC2c3ccccc3-c3ccccc32)C(=O)O[C@@H](c2ccccc2)CNC1=O)NCCO
106.0,4.7,-5.3,-3.8,-0.3,-7.5,8.0,1.0,-7.6,0.5,7.5,CCOC(=O)c1c(-c2ccccc2)[nH]c2ccc(O)cc12
103.5,-7.6,-19.4,-4.2,-2.1,0.1,4.1,6.0,-3.8,-0.2,-0.1,CCOc1ccc2c(c1)c(=O)c(S(=O)(=O)c1ccc(C)cc1)cn2CC
109.6,-1.4,-4.8,-10.7,-2.1,0.8,-7.6,-4.9,-6.1,-0.8,-0.8,O=S(=O)(NCC(c1ccco1)N1CCN(c2ccccc2F)CC1)c1ccc2c(c1)OCCO2 (stereo not drawn)
102.9,-1.7,-5.3,2.5,-1.6,-8.5,-2.8,-5.4,-1.6,-0.8,8.5,Cc1ccc(CN2CCC(n3nccc3NC(=O)c3ccccc3C)CC2)o1
103.7,·,4.4,-8.7,-0.5,-22.2,-3.9,-18.7,4.9,-5.4,22.2,Nc1nc(NCc2ccco2)nc(Nc2ccc(F)cc2)c1[N+](=O)[O-]
91.8,2.3,0.8,-10.5,-6.1,-48.2,-1.0,12.2,·,3.9,48.2,CC(=O)c1cccc(NC(=O)c2ccc(N(Cc3ccc(C)cc3)S(C)(=O)=O)cc2)c1
103.1,4.1,-7.8,1.7,-0.4,3.5,6.7,2.3,0.7,0.8,-3.5,COc1ccc(C(CNC(=O)COc2ccc(F)cc2Cl)N2CCCCC2)cc1 (stereo not drawn)
102.0,-12.6,2.2,2.6,0.4,·,3.3,-4.8,110.1,1.4,·,C=CCNC(=S)N/N=C/c1ccc(C)s1
105.1,3.3,-5.1,-2.0,-1.3,0.3,0.4,11.3,-28.2,1.6,-0.3,COc1ccccc1-c1nc2ccccc2c(=O)n1NC(=O)c1cccs1
82.0*,58.4,-18.0,-3.3,-0.3,10.7,-5.9,13.4,-6.9,-2.1,-10.7,C#CCn1c2ccccc2c2nc3ccccc3nc21
·,5.1,-6.2,-5.1,4.5,-8.7,3.0,10.2,-9.2,0.7,8.7,CCOc1ccc(NC(=O)Nc2ccc(N(C)C(C)=O)cc2)cc1
86.2,-11.9,-1.3,-4.5,-1.1,13.7,-9.4,5.1,3.5,-0.5,-13.7,CCN(C(=O)COC(=O)c1cc(OC)c(OC)cc1[N+](=O)[O-])C1CCS(=O)(=O)C1 (stereo not drawn)

Complete entries, looked up by structure.
CCN(C(=O)COC(=O)c1cc(OC)c(OC)cc1[N+](=O)[O-])C1CCS(=O)(=O)C1 (stereo not drawn) across the screens: Pemphigus Ab inh = 86.2; MITF TRPM1 HTS = -11.9; dFosB activator = -1.3; PKA-R1A act = -4.5; NSD2 inh = -1.1; SR-BI uptake up = 13.7; PKA-R2B activ = -9.4; Arrestin-AP2 inh = 5.1; SUMO Mot1 rescue = 3.5; CDK5 p35 inh = -0.5; SR-BI HDL uptake = -13.7
COc1ccccc1-c1nc2ccccc2c(=O)n1NC(=O)c1cccs1 across the screens: Pemphigus Ab inh = 105.1; MITF TRPM1 HTS = 3.3; dFosB activator = -5.1; PKA-R1A act = -2.0; NSD2 inh = -1.3; SR-BI uptake up = 0.3; PKA-R2B activ = 0.4; Arrestin-AP2 inh = 11.3; SUMO Mot1 rescue = -28.2; CDK5 p35 inh = 1.6; SR-BI HDL uptake = -0.3

Nothing new here: entries from further up.
Pemphigus Ab inh,MITF TRPM1 HTS,dFosB activator,PKA-R1A act,NSD2 inh,SR-BI uptake up,PKA-R2B activ,Arrestin-AP2 inh,SUMO Mot1 rescue,CDK5 p35 inh,SR-BI HDL uptake,structure
103.7,·,4.4,-8.7,-0.5,-22.2,-3.9,-18.7,4.9,-5.4,22.2,Nc1nc(NCc2ccco2)nc(Nc2ccc(F)cc2)c1[N+](=O)[O-]
91.8,2.3,0.8,-10.5,-6.1,-48.2,-1.0,12.2,·,3.9,48.2,CC(=O)c1cccc(NC(=O)c2ccc(N(Cc3ccc(C)cc3)S(C)(=O)=O)cc2)c1
103.1,4.1,-7.8,1.7,-0.4,3.5,6.7,2.3,0.7,0.8,-3.5,COc1ccc(C(CNC(=O)COc2ccc(F)cc2Cl)N2CCCCC2)cc1 (stereo not drawn)

New compounds follow.
Pemphigus Ab inh,MITF TRPM1 HTS,dFosB activator,PKA-R1A act,NSD2 inh,SR-BI uptake up,PKA-R2B activ,Arrestin-AP2 inh,SUMO Mot1 rescue,CDK5 p35 inh,SR-BI HDL uptake,structure
93.1,-5.9,-15.7,-7.0,1.8,26.8,-7.9,1.8,6.3,1.8,-26.8,CC(Oc1ccc2c3c(c(=O)oc2c1)CCCC3)C(=O)NCc1ccncc1 (stereo not drawn)
102.4,8.2,-0.1,-12.7,-1.2,13.5,-0.6,-5.3,236.2,0.4,-13.5,CCC(=O)c1ccc(SC(=O)N(C)C)cc1O
95.4,-18.1,-14.4,2.3,-1.9,-36.7,-2.1,2.9,-10.2,1.2,36.7,COc1cc(C(C)=O)ccc1OCC(=O)Nc1ccccc1N1CCCCC1
103.8,-8.1,-6.7,-7.4,·,18.9,-9.7,19.0,1.7,-2.2,-18.9,Cn1c(/C=C/N2CCOCC2)c(C(=O)c2ccc(Br)cc2)c(=O)n(C)c1=O
100.9,-4.6,1.1,-6.9,-2.6,-6.9,5.7,22.7,-8.4,-0.2,6.9,O=C(Nc1ccc2c(c1)OCO2)c1ccc(S(=O)(=O)NCC2CCCO2)cc1 (stereo not drawn)
109.8,-1.7,-14.7,-5.9,·,23.6,-16.1,-3.0,3.5,-1.6,-23.6,Cc1ccc(C)n1-c1ccc(-c2nnco2)cc1
98.3,-2.9,3.8,-4.4,-2.0,30.4,6.0,28.9,143.6,0.1,-30.4,C=C(c1ccccc1O)n1ccnc1
93.2,10.8,2.7,-6.6,-9.3,11.5,-9.8,7.5,-8.2,1.8,-11.5,CCOc1ccc(-n2cnnn2)cc1S(=O)(=O)NC1CC1
99.3,2.0,-3.2,-13.8,·,0.5,-9.0,-3.6,-5.9,-0.5,-0.5,O=[N+]([O-])c1ccc(NC(=S)N2CCc3ccccc3C2)cc1
140.4,-8.9,4.8,-1.3,0.3,1.6,12.0,30.0,14.5,0.0,-1.6,COc1ccc(CNC(=O)/C=C/c2cc([N+](=O)[O-])ccc2OC(F)F)cc1
103.8,-2.3,0.6,1.5,·,-10.9,8.0,-9.0,·,-0.4,10.9,COc1ccc(CNC(=O)c2ccc(S(=O)(=O)N3CCOCC3)cc2)cc1
93.3,4.6,-8.5,6.9,-1.0,·,-12.7,36.3,-4.6,0.3,·,COC(=O)CNC(=O)C(Cc1c[nH]c2ccccc12)NC(=O)Oc1ccccc1 (stereo not drawn)
98.0,11.3,-4.1,-18.8,·,26.6,-0.1,-1.5,-2.1,-1.3,-26.6,C=C(C)C1(O)OC(=O)C=C1OC (stereo not drawn)
98.9,·,9.3,-4.3,4.4,-16.1,-6.9,26.8,46.0,-1.2,16.1,O=C(Cc1ccc([N+](=O)[O-])cc1)N/N=C/c1ccc([N+](=O)[O-])o1
104.0,?,6.5,-5.7,-1.7,24.0,9.8,-5.0,202.3,-0.8,-24.0,O=C(Nc1cccnc1)c1ccc(CSc2ccccc2)cc1
95.6,-15.9,-2.0,-4.1,·,9.3,4.9,6.0,22.8,-0.6,-9.3,c1ccc(CCn2nnnc2C(c2cccnc2)N2CCN(c3nc4ccccc4s3)CC2)cc1 (stereo not drawn)
97.4,-0.8,-14.4,8.2,-0.9,-8.9,-0.3,10.1,13.6,-0.7,8.9,C=C1CCC(O)C2(C)CCC3C(C)C(=O)OC3C12O (stereo not drawn)
71.6*,1.5,-1.8,-7.6,9.0,-3.4,2.9,22.6,2.1,1.0,3.4,c1ccc(-c2ccccc2OCCCN2CCCC2)cc1
·,-4.9,-17.7,-9.3,·,-18.0,0.6,-7.1,17.7,-1.8,18.1,Cc1ccc(CS(=O)Cc2ccc(C(=O)NC3CCCC(C)C3C)o2)cc1 (stereo not drawn)
102.6,5.7,0.8,2.4,0.1,-10.8,-4.4,-2.7,1.7,-0.7,10.8,O=C(CS(=O)(=O)Cc1ccccc1)Nc1ccc(S(=O)(=O)N2CCOCC2)cc1
111.0,-3.4,-7.9,-5.7,-2.6,1.1,-3.1,2.2,-10.3,0.3,-1.1,O=C(CSc1nnc(-c2cccs2)n1Cc1ccco1)Nc1ccc2c(c1)OCO2
94.5,56.3,-9.1,-9.1,8.4,-7.4,-2.3,17.5,-1.5,-0.8,7.4,O=C(OCc1ccc(Cl)c(Cl)c1)c1ccc[nH]1
101.7,0.9,-11.4,-6.7,17.2,17.1,8.2,-4.3,8.1,-3.2,-17.1,O=C(COC(=O)c1c(F)cccc1F)NCc1ccc2c(c1)OCO2
104.9,-7.6,-12.5,-1.3,3.1,4.8,-13.0,-1.1,7.2,-0.3,-4.8,Nc1nonc1-n1nnc(C(=O)N/N=C/c2cccnc2)c1-c1ccccc1
99.0,19.5,1.5,-2.5,0.8,-24.6,-10.1,-1.9,57.5,0.3,24.6,O=C(N/N=C/c1cccs1)c1cc(-c2ccc3ccccc3c2)n[nH]1
103.5,-1.1,-3.5,-1.8,·,15.7,-5.9,-3.2,-1.2,0.1,-15.7,Cc1nc2sc(C(c3ccco3)N3CC(C)OC(C)C3)c(O)n2n1 (stereo not drawn)
100.8,-11.9,5.1,-2.7,·,2.6,0.0,36.9,-21.1,-0.6,-2.6,COC(=O)c1ccc(OC)c(CN2CCCN(Cc3ccc(F)cc3)S2(=O)=O)c1
